Compound activity from PubChem BioAssay.
M5 ag: CHRM5 agonism in calcium assay. P08912. CHO-K1 hM5 cells, Fluo-8 calcium fluorescence; 0% DMSO wells, 100% maximal acetylcholine response. activation, % at 3 µM. 360,000 tested, 0.19% active;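 active = activation above the run's mean over test compounds plus 3 SD, cut at about 23% in these data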;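 also: signal is peak over basal fluorescence ratio across the kinetic read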
Target sequence (P08912 whole entry, looked up): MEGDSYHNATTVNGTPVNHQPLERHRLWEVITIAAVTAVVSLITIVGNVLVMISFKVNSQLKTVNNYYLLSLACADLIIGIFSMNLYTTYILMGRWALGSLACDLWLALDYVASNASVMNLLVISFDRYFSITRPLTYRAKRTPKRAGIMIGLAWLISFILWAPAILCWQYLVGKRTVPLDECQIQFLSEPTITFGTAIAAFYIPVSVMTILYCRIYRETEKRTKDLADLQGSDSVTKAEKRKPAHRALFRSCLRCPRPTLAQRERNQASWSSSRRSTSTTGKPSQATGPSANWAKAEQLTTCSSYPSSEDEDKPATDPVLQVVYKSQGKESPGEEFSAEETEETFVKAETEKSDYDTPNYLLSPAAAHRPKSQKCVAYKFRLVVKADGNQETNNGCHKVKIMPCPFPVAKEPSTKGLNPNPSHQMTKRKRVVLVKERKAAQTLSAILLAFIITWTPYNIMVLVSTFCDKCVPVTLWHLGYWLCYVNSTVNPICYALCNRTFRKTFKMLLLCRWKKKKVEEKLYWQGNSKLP
M5 antag: antagonists of human muscarinic M5 receptor (CHRM5); CHO-hM5 cells, Fluo-8 calcium fluorescence, ACh EC80; inhibition, % at 3 µM; 360,000 tested, 0.59% active; AID 624040;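 active = inhibition above a per-plate cutoff, the mean of that plate's test compounds plus 3 SD, cut at about 27% in these data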;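 also: 0% = acetylcholine EC80 with DMSO and 100% = DMSO without agonist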
CHRM1 PAM: positive allosteric modulators of human M1 muscarinic receptor; P11229; CHO-K1 hM1, Fluo-8 calcium fluorescence, ACh EC20; 0% = ACh EC20, 100% = maximal ACh; activation, % at 3 µM; 360,000 tested, 0.088% active; AID 588819; in the data active = activation above about 19%, passing the limit was not always enough
TAAR1 ag: human TAAR1 agonism; Q96RJ0; CHO RD-HGA16 TAAR1, Fluo-8 calcium fluorescence; vehicle wells 0%, saturating PEA agonist 100%; activation, % at 3 µM; 360,000 tested, 0.99% active; AID 624467;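 active = activation above the mean activation of all test compounds in the run plus 3 SD, cut at about 38% in these data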
Target sequence (Q96RJ0 whole entry, looked up): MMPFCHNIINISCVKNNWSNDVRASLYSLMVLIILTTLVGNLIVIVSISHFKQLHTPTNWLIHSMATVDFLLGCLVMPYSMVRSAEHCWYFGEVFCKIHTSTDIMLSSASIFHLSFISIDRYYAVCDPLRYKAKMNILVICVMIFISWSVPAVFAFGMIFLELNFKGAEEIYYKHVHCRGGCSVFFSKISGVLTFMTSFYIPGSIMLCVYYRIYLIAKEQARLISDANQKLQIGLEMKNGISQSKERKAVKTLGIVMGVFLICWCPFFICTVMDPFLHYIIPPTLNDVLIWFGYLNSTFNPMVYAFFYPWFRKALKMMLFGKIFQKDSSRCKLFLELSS
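System: CHO RD-HGA16 cells carrying human TAAR1 plus Gα16; Incubation: 17-24 h seeding, 75 min 37 °C dye, 30 min RT; Measured by: Fluo-8 fluorescence, 5 s baseline then 140 s kinetic read; Control set: DMSO and PEA EC100; Replication: single well for each compound.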
M4 ag: agonists of human muscarinic M4 receptor (CHRM4). CHO-K1 hM4/Gqi5, Fluo-8 calcium fluorescence; vehicle 0%, full acetylcholine response 100%. activation, % at 3 µM. 360,000 tested, 0.14% active. AID 624127;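 active = activation above the run mean over all test wells plus 3 SD, cut at about 32% in these data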;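 also: peak over basal fluorescence ratio per well then scaled between controls; 0% = DMSO wells and 100% = acetylcholine at EC100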
CHRM5 PAM: CHRM5 positive allosteric modulation. P08912. CHO-K1 hM5, Fluo-8 calcium, ACh EC20 PAM; 0% = ACh EC20, 100% = ACh EC100. activation, % at 3 µM. 360,000 tested, 0.3% active. AID 624038;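 active = activation above the run cutoff, the mean activation of all test compounds plus 3 SD, cut at about 18% in these data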
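Assay system: CHO-K1 hM5 cells / Incubation: Fluo-8 loading 80 min at 37 °C plus 30 min room temperature / Technique: Fluo-8 calcium dye fluorescence, kinetic read / Repeats: single replicate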
M1 ag: human M1 muscarinic receptor agonism | P11229 | CHO-K1 hM1, Fluo-8 calcium fluorescence, agonist mode; 0% DMSO, 100% acetylcholine EC100 | activation, % at 3 µM | 360,000 tested, 0.33% active;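 active = activation above the run's mean compound activation plus 3 SD, cut at about 16% in these data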;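 also: peak over basal fluorescence ratio within a 140 s kinetic read after compound addition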
M1 antag: human CHRM1 antagonism. P11229. CHO-K1 hM1, Fluo-8 calcium fluorescence, ACh EC80 antagonist. inhibition, % at 3 µM. 360,000 tested, 1.3% active. AID 588852;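 active = percent inhibition above its own plate's cutoff, namely the mean of that plate's compound wells plus 3 SD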;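 also: peak over basal fluorescence ratio during 140 s after agonist addition; 0% = ACh EC80 plus DMSO and 100% = DMSO alone without agonist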
CHRM4 antagonist: blocks acetylcholine activation of human M4 receptor. P08173. CHO-hM4 cells, ACh EC80, Fluo-8 calcium fluorescence. inhibition, % at 3 µM. 360,000 tested, 0.73% active;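 active = inhibition above its plate's cutoff, the mean inhibition of sample wells plus 3 SD, cut at about 27% in these data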;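 also: 0% = acetylcholine EC80 with DMSO and 100% = DMSO without agonist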
The depositor's hits bear a star.

A first look:
SMILES	M5 ag	M5 antag	CHRM1 PAM	TAAR1 ag	M4 ag	CHRM5 PAM	M1 ag	M1 antag	CHRM4 antagonist
Cc1cc(C)n2cc(CSc3nnc(-c4ccccc4)o3)nc2n1	1.8	4.9	13.8	0.4	1.2	-4.0	0.2	-10.9	-2.4
Cc1c(O)ccc2c(CN3CCN(Cc4ccccc4)CC3)cc(=O)oc12	-0.1	25.0	-2.0	1.2	19.4	-9.4	-3.6	-1.5	6.0
Cc1ccc2cc3c(NC(=O)C4CCCO4)nn(CC(C)C)c3nc2c1 (stereo unspecified)	0.0	-0.6	7.9	13.1	-2.7	-1.9	-5.8	-7.1	2.5
Clc1ccc(-c2csc(N3CCN(c4ccccc4)CC3)n2)cc1	-2.7	2.3	5.5	2.9	0.5	-4.2	-1.5	-29.1	12.8
CCOC(=O)/C=C/C(=O)Nc1ccc(S(=O)(=O)Nc2cc(OC)nc(OC)n2)cc1	1.4	9.3	1.9	-0.5	0.9	-1.7	-2.1	-5.0	-3.2
Cc1sc(NC(=O)CSc2nc(N)n(CC(=O)c3ccccc3)n2)c(C#N)c1C	3.1	2.8	7.6	4.8	4.3	5.0	8.7	-2.5	8.1

This part in full (from the top)
SMILES	M5 ag	M5 antag	CHRM1 PAM	TAAR1 ag	M4 ag	CHRM5 PAM	M1 ag	M1 antag	CHRM4 antagonist
Cc1cc(C)n2cc(CSc3nnc(-c4ccccc4)o3)nc2n1	1.8	4.9	13.8	0.4	1.2	-4.0	0.2	-10.9	-2.4
Cc1c(O)ccc2c(CN3CCN(Cc4ccccc4)CC3)cc(=O)oc12	-0.1	25.0	-2.0	1.2	19.4	-9.4	-3.6	-1.5	6.0
Cc1ccc2cc3c(NC(=O)C4CCCO4)nn(CC(C)C)c3nc2c1 (stereo unspecified)	0.0	-0.6	7.9	13.1	-2.7	-1.9	-5.8	-7.1	2.5
Clc1ccc(-c2csc(N3CCN(c4ccccc4)CC3)n2)cc1	-2.7	2.3	5.5	2.9	0.5	-4.2	-1.5	-29.1	12.8
CCOC(=O)/C=C/C(=O)Nc1ccc(S(=O)(=O)Nc2cc(OC)nc(OC)n2)cc1	1.4	9.3	1.9	-0.5	0.9	-1.7	-2.1	-5.0	-3.2
Cc1sc(NC(=O)CSc2nc(N)n(CC(=O)c3ccccc3)n2)c(C#N)c1C	3.1	2.8	7.6	4.8	4.3	5.0	8.7	-2.5	8.1
CCC(CC)C(=O)N1N=C(c2ccc(NS(C)(=O)=O)cc2)CC1c1ccccc1 (stereo unspecified)	-3.4	7.6	4.6	1.9	-0.8	0.3	-3.1	-10.2	-4.5
CCCN(CCC)C1=CC(=[N+]2CCCC2)CC(C)(C)C1	-5.7	6.0	-15.5	0.9	0.9	-0.4	-10.4	28.2	9.7
Cc1ccc(C)c(NC(=O)CCC(=O)NNS(=O)(=O)c2ccc(Cl)cc2)c1	0.2	-0.2	4.7	9.2	0.6	1.1	-4.5	-7.1	-11.7
CCS(=O)(=O)c1nc(S(=O)(=O)c2ccc(Cl)cc2)c(N2CCC(C(N)=O)CC2)s1	-3.4	-7.9	1.2	8.3	2.4	2.7	-2.1	-3.1	1.9
COc1ccccc1OCCNC(=O)c1ccc(C)c(S(=O)(=O)N2CCOCC2)c1	1.7	-1.0	4.5	4.4	10.6	-11.1	-2.6	-8.9	-17.1
Cc1c(C(=O)NCC2CCCO2)sc2nc(-c3ccccc3)cn12 (stereo unspecified)	3.7	1.0	-3.4	4.0	3.4	-5.6	1.9	0.8	-14.2
CC(=O)Nc1ccc(C(=O)NC(CC(=O)O)c2ccc(Cl)cc2)cc1 (stereo unspecified)	5.5	-2.9	6.3	2.5	-0.1	-2.1	-1.8	-5.6	1.6
Clc1ccc2c(c1)C=Nc1c(NCc3ccccc3)ncnc1O2	1.1	4.7	2.2	5.3	0.1	-2.5	-3.2	-16.5	1.3
CN1CCN(C(=S)Nc2cc(S(=O)(=O)N3CCOCC3)ccc2Cl)CC1	1.3	9.5	-3.0	0.6	0.8	1.3	-3.7	-0.1	7.5
CCOC(=O)/C(C#N)=C1\Nc2ccccc2N=C1N(CC(C)C)CC(C)C	0.2	-1.0	4.1	9.9	-1.4	1.0	-4.7	-11.6	-5.9
COc1ccc(S(=O)(=O)NNC(=O)c2sccc2-n2cccc2)cc1	0.1	-12.3	13.6	4.1	3.5	-1.0	-10.5	-9.6	1.3
CCc1c(C)nc2ncnn2c1NCCc1ccc(Cl)cc1	4.8	20.8	-6.3	2.5	13.4	-16.5	-1.4	12.5	-0.4
O=C1C2CC=CCC2C(=O)N1Cc1ccccc1 (stereo unspecified)	0.2	-4.1	-0.6	8.0	0.4	2.2	-4.8	-16.8	-3.1
C=CCn1c(C)c(C(C)=O)c(N2CCN(C(c3ccccc3)c3ccccc3)CC2)nc1=S	-9.3	7.1	-15.2	10.2	8.6	-11.4	-2.9	35.3*	6.6
O=C(NCCC1=CCCCC1)c1ccc(F)cc1	-1.5	1.4	-2.3	2.3	-0.2	-1.6	-7.8	-4.7	-1.8
CCCCOc1cccc(C(=O)Nc2ccc(S(=O)(=O)Nc3nnc(CC)s3)cc2)c1	-13.5	6.8	9.8	3.9	-1.0	0.3	-6.9	-19.4	-11.3
CCN(C[C@H]1N[C@@](Cc2ccccc2)(C(=O)OC)[C@H]2C(=O)N(Cc3ccccc3)C(=O)[C@@H]12)C(=O)c1ccccc1	2.5	-1.3	10.5	0.4	0.0	5.0	-1.8	-5.4	-0.7
COc1ccc(C(=O)N(Cc2ccccc2)c2cccc(C)c2)cc1	-7.9	23.2	2.0	-2.4	-1.8	-10.4	-6.6	-4.3	-3.8
CN(C)c1cccc2c1c(NC(=O)Nc1ccc(F)cc1F)nn2C	-5.8	12.1	3.0	-2.8	-0.5	-12.8	-3.9	-4.0	-1.8
The results go on:
SMILES	M5 ag	M5 antag	CHRM1 PAM	TAAR1 ag	M4 ag	CHRM5 PAM	M1 ag	M1 antag	CHRM4 antagonist
CCc1ccc(NC(=O)C(C)Oc2nnc(-c3cccs3)c(-c3cccs3)n2)cc1 (stereo unspecified)	-6.2	0.5	-7.2	3.7	-0.7	-2.2	-4.5	6.4	3.9
CC(=O)O[C@H]1C[C@@]2(O)[C@@H](OC(=O)c3ccccc3)C3[C@@](C)([C@@H](O)C[C@H]4OC[C@@]34OC(C)=O)[C@@H](O)[C@H](OC(C)=O)C(=C1C)C2(C)C (stereo partly specified)	0.0	0.3	9.5	2.4	-0.6	6.7	-3.7	-18.3	2.1
CCCn1c(Cc2ccccc2)nnc1SC(C)C(=O)NC1CC1 (stereo unspecified)	0.9	-4.9	3.1	-0.3	0.2	2.4	-2.9	0.0	1.6
O=c1cc(C2CCCCC2)[nH]c(=O)[nH]1	-0.1	5.7	12.5	1.1	0.2	4.8	-1.4	-19.7	-5.8
Cc1cc(CN(C)C(=O)c2ccc3nc(Cc4ccccc4F)oc3c2)on1	-3.3	10.1	13.2	2.2	1.1	1.6	0.2	-10.2	3.8
O=C(Nc1ccc(F)cc1)N1CCC(c2nc3c(nnn3Cc3ccccc3Cl)c(=O)[nH]2)CC1	-1.3	19.0	-4.5	2.7	13.8	-13.0	-10.2	9.2	3.9
COc1cc(/C=N/S(=O)(=O)CCc2ccccc2)cc(OC)c1O	-0.8	-1.5	10.1	0.3	-0.3	-0.4	-2.4	-3.4	3.2
Cc1ccccc1-c1cc2nc(OCC3CCCO3)n(C)c(=O)c2s1 (stereo unspecified)	-1.1	2.3	1.4	2.2	8.3	-2.0	-4.8	-13.3	-15.6
O=C(NCc1ccc2c(c1)OCO2)C1CCN(c2ccc(S(=O)(=O)N3CCCC3)cc2)CC1	2.0	2.0	-6.9	5.6	13.9	-4.5	-8.8	3.1	4.9
CCOc1ccc(S(=O)(=O)NCCC(=O)NC2CCC(C)CC2)cc1 (stereo unspecified)	-0.2	4.9	-3.0	1.0	-0.1	0.0	-4.7	-2.7	-1.0
O=C(N/N=C/c1cc2cc3c(cc2nc1Cl)OCO3)c1ccncc1	-1.3	-4.8	0.7	6.2	1.4	3.4	-4.0	-6.0	-14.3
FC(F)(F)Oc1ccccc1C(c1nnnn1-c1ccc2c(c1)OCCO2)N1CCN(C/C=C/c2ccccc2)CC1 (stereo unspecified)	-2.8	8.5	-18.4	0.8	-0.2	-15.7	-5.2	-6.6	-6.0
O=C(NCCc1ccccc1F)c1ccc2c(c1)OCCO2	-0.8	-3.5	6.9	-3.4	3.4	4.8	-8.2	-10.7	2.0
Cc1ccc(S(=O)(=O)n2nc(OC(=O)c3c(F)cccc3Cl)cc2N)cc1	-2.8	21.8	7.9	59.6*	0.4	-4.3	-1.4	-12.9	11.0
CCN(CC)C(=O)CN1C(=O)NC2(CCc3ccccc3C2)C1=O (stereo unspecified)	1.9	12.2	5.0	9.1	-0.5	-7.6	-2.0	0.8	-3.4
Cc1oc(-c2ccccc2F)nc1CS(=O)(=O)CC(=O)NCCCN1CCN(C)CC1	-3.3	-10.5	-0.1	-0.7	0.2	1.8	-3.5	0.5	-2.1
O=C(NC(=S)Nn1cnnc1)c1ccccc1Cl	0.5	1.1	6.7	1.4	1.4	7.7	-1.1	-10.0	0.9
COc1cc(/C=C/C(=O)OCC(=O)Nc2ccc(S(N)(=O)=O)cc2)ccc1O	3.2	4.6	10.1	0.7	0.5	-4.5	-1.2	-18.3	-9.9
CCn1c(/C=C/N(C)c2ccccc2)[n+](CC)c2ccc(Cl)cc21	-2.7	11.9	-6.3	-1.5	0.5	-3.7	-9.1	4.6	5.2
CC1CCCN(C(=O)c2ccc(NS(=O)(=O)c3ccc4[nH]c(=O)[nH]c4c3)cc2)C1 (stereo unspecified)	0.9	10.8	0.6	-0.6	-0.4	-1.4	-2.0	-1.2	0.8
O=c1cc(O)nc(-c2ccccc2)s1	-2.8	5.9	9.2	3.2	0.7	2.7	-7.1	-5.5	5.7
CSc1ccccc1C(=O)NCCS(=O)(=O)N1CCN(c2ccc(F)cc2)CC1	-1.5	-0.2	0.4	0.3	5.1	-5.0	-2.7	-5.1	-5.6
CC(C)(C)n1ncc2c(=O)n(CC(=O)Nc3ccc4c(c3)OCCO4)cnc21	2.4	3.3	1.1	2.8	0.9	1.3	-3.0	-0.1	-2.7
O=C(O)c1cccc2c1-c1ccccc1/C2=N\Nc1ccccc1	-3.2	1.2	8.8	0.8	0.6	2.9	-2.6	-10.9	-7.5
CCOc1ccccc1CN1CCN(Cc2cc3ccccc3[nH]2)CC1CCO (stereo unspecified)	-1.8	2.8	1.7	16.5	4.2	0.0	-11.7	-2.2	7.7
COc1ccc(S(=O)(=O)N2CCCC2CNC(=O)C(=O)Nc2ccc(C)cc2)cc1 (stereo unspecified)	-2.2	-4.7	0.3	-1.6	4.9	1.7	-3.5	3.8	0.1
CN1CCN(CCNC(=O)Nc2ccc([N+](=O)[O-])cc2)CC1	-5.8	18.9	10.2	6.8	1.2	-6.7	-3.3	-8.1	-0.3
Cc1cccc(C=CC(=O)c2ccc(Cl)cc2)c1	1.3	20.9	-3.0	2.7	-1.3	0.8	-4.2	-0.5	-4.5
Cn1c(SCC(=O)N2c3ccccc3Sc3ccc(Cl)cc32)nnc1-c1ccco1	-0.2	-0.6	-11.7	5.0	6.5	-5.2	-13.5	-2.8	4.8
Cc1cc(C)n2nc(SCn3nnc4ccccc4c3=O)nc2n1	-1.4	-12.3	5.5	11.7	2.5	-2.5	-5.6	-11.9	-20.8

A portion of the library; rates above refer to the full screens.
